Compound activity: PubChem BioAssay, several laboratories
CHRM5 agonist: agonists of human muscarinic M5 receptor (CHRM5); CHO-K1 hM5 cells, Fluo-8 calcium fluorescence; 0% DMSO wells, 100% maximal acetylcholine response; activation, % at 3 µM; 0.19% of 360,000 active;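 active means activation above the run's mean over test compounds plus 3 SD, cut at about 23% in these data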;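 further: signal is peak over basal fluorescence ratio across the kinetic read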
Target sequence (P08912 whole entry, looked up): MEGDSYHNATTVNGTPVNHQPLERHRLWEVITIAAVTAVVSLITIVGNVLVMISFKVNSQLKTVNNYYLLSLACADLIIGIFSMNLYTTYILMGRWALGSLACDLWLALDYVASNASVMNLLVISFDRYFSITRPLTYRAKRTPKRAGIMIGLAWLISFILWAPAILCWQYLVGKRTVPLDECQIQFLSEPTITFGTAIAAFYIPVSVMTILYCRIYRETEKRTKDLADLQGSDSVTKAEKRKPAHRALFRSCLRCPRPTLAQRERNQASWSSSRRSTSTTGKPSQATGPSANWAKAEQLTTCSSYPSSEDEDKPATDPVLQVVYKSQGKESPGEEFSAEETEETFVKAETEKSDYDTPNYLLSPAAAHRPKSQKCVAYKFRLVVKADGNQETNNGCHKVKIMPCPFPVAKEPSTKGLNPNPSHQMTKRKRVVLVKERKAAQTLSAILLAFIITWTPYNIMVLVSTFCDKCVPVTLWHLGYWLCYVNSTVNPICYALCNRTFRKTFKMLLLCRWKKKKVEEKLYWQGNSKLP
CHRM5 PAM: positive allosteric modulators of human muscarinic M5 receptor | P08912 | CHO-K1 hM5, Fluo-8 calcium, ACh EC20 PAM; 0% = ACh EC20, 100% = ACh EC100 | activation, % at 3 µM | 0.3% of 360,000 active | AID 624038;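 active means activation above the run cutoff, the mean activation of all test compounds plus 3 SD, cut at about 18% in these data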
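Probe or stimulus: acetylcholine, EC20 level; Assay system: human M5 receptor in CHO-K1 cells; Schedule: compound preincubation 140 s before EC20 acetylcholine addition; Technique: intracellular calcium via Fluo-8 fluorescence; Dosing: single-point, 3 µM nominal; Read-out basis: percent activation from peak-over-basal fluorescence ratio, scaled EC20-to-EC100 acetylcholine; Repeats: one well per compound, no replicates.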
CRFR2-BP ag: agonists of human CRF-binding protein/CRF-R2 receptor complex | AID 588473 | activation, % at 13.2 µM | 0.46% of 350,000 active | HEK293 CRF-R2/CRF-BP, calcium dye fluorescence (FLIPR); percent of saturating CRF peptide response;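 active means activation of at least 50%, plus an integration ratio under a set limit after plate pattern correction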;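 further: plate controls were neutral control wells without compound for no effect and CRF at EC100 for full effect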
M4 ag: agonists of human muscarinic M4 receptor (CHRM4). P08173. CHO-K1 hM4/Gqi5, Fluo-8 calcium fluorescence; vehicle 0%, full acetylcholine response 100%. activation, % at 3 µM. 0.14% of 360,000 active. AID 624127;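 active means activation above the run mean over all test wells plus 3 SD, cut at about 32% in these data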;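 further: peak over basal fluorescence ratio per well then scaled between controls; 0% = DMSO wells and 100% = acetylcholine at EC100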
Target sequence (P08173 whole entry, looked up): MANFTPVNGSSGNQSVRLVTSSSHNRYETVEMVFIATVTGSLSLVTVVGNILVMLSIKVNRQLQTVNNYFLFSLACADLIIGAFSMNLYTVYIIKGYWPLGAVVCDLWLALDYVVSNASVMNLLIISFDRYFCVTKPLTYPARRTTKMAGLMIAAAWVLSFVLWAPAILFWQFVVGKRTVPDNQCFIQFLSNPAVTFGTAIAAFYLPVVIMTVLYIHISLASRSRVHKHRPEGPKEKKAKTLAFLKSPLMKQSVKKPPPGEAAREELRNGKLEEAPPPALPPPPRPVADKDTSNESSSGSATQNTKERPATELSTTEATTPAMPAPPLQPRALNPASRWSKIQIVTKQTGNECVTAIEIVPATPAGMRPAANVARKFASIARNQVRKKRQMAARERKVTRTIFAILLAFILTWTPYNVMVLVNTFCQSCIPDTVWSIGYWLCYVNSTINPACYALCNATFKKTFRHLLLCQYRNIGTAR
CHRM5 antagonist: CHRM5 antagonism in calcium assay. 0.59% of 360,000 active. inhibition, % at 3 µM. CHO-hM5 cells, Fluo-8 calcium fluorescence, ACh EC80. P08912;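 active means inhibition above a per-plate cutoff, the mean of that plate's test compounds plus 3 SD, cut at about 27% in these data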;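 further: 0% = acetylcholine EC80 with DMSO and 100% = DMSO without agonist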
CHRM4 antagonist: blocks acetylcholine activation of human M4 receptor. CHO-hM4 cells, ACh EC80, Fluo-8 calcium fluorescence. inhibition, % at 3 µM. 0.73% of 360,000 active. AID 624125;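 active means inhibition above its plate's cutoff, the mean inhibition of sample wells plus 3 SD, cut at about 27% in these data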;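 further: 0% = acetylcholine EC80 with DMSO and 100% = DMSO without agonist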
CHRM4 PAM: CHRM4 positive allosteric modulation; P08173; CHO-K1 hM4/Gqi5, Fluo-8 calcium fluorescence, ACh EC20; 0% = ACh EC20, 100% = maximal ACh; activation, % at 3 µM; 0.4% of 360,000 active; AID 624126;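 active means activation above its plate's cutoff, the mean activation of sample wells plus 3 SD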; further: some results filed as inactive read as strong as hits
CRFBP-R2 block: CRF-BP/CRF-R2 complex antagonism; HEK293 CRF-R2/CRF-BP, CRF-induced calcium fluorescence; inhibition, % at 11.8 µM; 0.59% of 350,000 active; AID 588475;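 active means inhibition of the ligand-induced calcium signal above about 50% at the single tested concentration, limit read from the data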
IDE cell inh: inhibits human insulin-degrading enzyme in HEK cells; P14735; FAbetaB cleavage, fluorescence polarization; inhibition, % at 5.59 µM; 0.41% of 320,000 active; AID 434962;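 active means percent inhibition above the average of all tested compounds plus 3 SD, set per screening campaign, cut at about 16% in these data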;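 further: IDE supplied by intact live HEK cells; FP after avidin binding of uncleaved biotin substrate so inhibition keeps polarization high; 0% = DMSO wells and 100% = 60 µM reference IDE inhibitor Ii1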
* marks the source's active call; other numbers are inactive results; . = no result given.

Compound | CHRM4 antagonist | CRFBP-R2 block | CHRM5 antagonist | CRFR2-BP ag | IDE cell inh | M4 ag | CHRM5 agonist | CHRM5 PAM | CHRM4 PAM
CS(=O)(=O)n1nc(-c2ccco2)nc1N | -5 | 5 | -7 | 1.5 | 9 | 0 | 0 | -1 | -3
CCC(C)Sc1nnc(NC(=O)C2CCN(C(=O)c3ccco3)CC2)s1 (stereo not given) | 0 | -36 | 11 | 4.5 | 0 | 8 | 17 | -3 | -3
CCOc1ccc(Cl)cc1/C=N/NC(N)=O | -6 | 3 | 1 | -0.6 | -1 | 0 | 0 | 4 | 4
CC(C)CC(=O)Nc1ccc(C(=O)COC(=O)CN2C(=O)NC3(CCCCC3C)C2=O)cc1 (stereo not given) | 0 | 13 | 5 | -1.6 | . | 10 | 5 | -8 | -2
Cn1c(=O)cc(SCC(=O)NCc2ccco2)c2ccccc21 | -1 | -7 | 3 | -1.7 | 0 | 0 | -3 | 0 | 1
O=C(COC(=O)C12CC3CC(CC(O)(C3)C1)C2)N1CCN(S(=O)(=O)c2ccc(Cl)cc2)CC1 | -6 | 13 | -2 | 0.0 | 1 | 1 | -3 | -2 | -8
CCN1C(=O)CSC1=Nc1cccc(C(=O)O)c1 | 6 | 8 | -3 | 0.7 | -2 | -1 | -1 | -1 | -6
CN1CCCCC1(C)C(=O)NCc1cc(Cl)ccc1F (stereo not given) | -5 | . | 2 | . | . | 0 | -4 | -16 | 5
CCCCc1ccc(NC(=O)CN2C(=O)NC(Cc3ccccc3)C2=O)cc1 (stereo not given) | -4 | -1 | 0 | 0.1 | . | 2 | 1 | 0 | 6
COc1cccc(OC)c1OCc1cc(C2C3CCCC=C3C(C#N)=C(N)C2(C#N)C#N)c(C)cc1C (stereo not given) | -1 | 18 | -2 | 0.3 | 6 | 2 | -5 | -6 | 4
CCCCn1c(N)c(N(CCOC)C(=O)c2oc3c(Cl)cccc3c2C)c(=O)[nH]c1=O | -20 | -12 | 5 | 0.3 | . | 14 | 1 | -10 | -5
C/C(=N\OCC(=O)Nn1c(C)nc2ccccc2c1=O)c1cccs1 | 1 | -15 | -1 | -3.9 | 1 | 2 | 7 | 5 | -5
COc1ccc(C(=O)NCC(=O)N2CC=C(c3ccccc3)CC2)cc1OC | -3 | 4 | 0 | -0.3 | 7 | 2 | 1 | -1 | 4
COc1ccc(-c2nc(CN(C)C(C)c3ccon3)c(C)o2)c(C)c1C (stereo not given) | -8 | -19 | -5 | 0.7 | -3 | 4 | -2 | -1 | 0
O=C(c1cc2ccccc2o1)c1cccs1 | -8 | 13 | -1 | -5.3 | -2 | 0 | -1 | 1 | 2
COc1ccc(NC(=O)c2cn(-c3ccccc3)nc2-c2ccncc2)cc1 | 1 | -6 | 5 | -1.1 | 7 | 3 | -4 | -7 | 0
COc1ccc(CN2c3c(Br)cccc3C(=O)CS2(=O)=O)cc1 | -15 | 6 | 8 | -6.5 | . | 2 | 0 | -8 | 3
CCOC(=O)C1=C(C)N(CC(C)C)C(=O)/C1=C\c1ccc(OCC(=O)Nc2ccccc2)cc1 | 1 | -13 | 7 | 1.3 | -4 | 5 | -3 | -6 | -9
COc1c(C(CC(C)C)OC(C)=O)ccc2c1C(=O)OCc1cc(C)cc(O)c1O2 (stereo not given) | -7 | 7 | 9 | -1.6 | 2 | 1 | -1 | -7 | -3
COCCCC1CCN(C(=O)C2CCC(=O)N(CCc3ccccc3)C2)CC1 (stereo not given) | -7 | 18 | 13 | -2.1 | 2 | 0 | -1 | -10 | -2
COc1ccc(N2CCN(C(=O)c3ccc(C)cc3Cl)CC2)cc1 | 6 | -15 | -3 | 0.7 | -3 | 3 | 2 | -5 | -8
CN(C)C=Nc1nonc1-c1ccccc1 | 2 | -7 | 1 | -3.7 | 3 | 2 | 0 | 2 | 14
COc1ccc(-c2nc3cnccn3c2Nc2ccc(C)cc2)cc1 | -22 | 4 | -5 | -2.8 | 4 | -1 | -4 | 0 | 4
O=C(c1ccco1)N1CCN(C(=O)c2cc(=O)[nH]c3ccccc23)CC1 | -5 | 2 | 2 | -0.6 | -2 | 0 | 0 | 3 | 6
OCC#Cc1cnc2ccccc2c1 | -5 | -1 | 1 | 0.4 | 0 | 1 | 3 | 5 | 5

4 entries already listed, arranged by molar mass, smallest number first:
Compound | CHRM4 antagonist | CRFBP-R2 block | CHRM5 antagonist | CRFR2-BP ag | IDE cell inh | M4 ag | CHRM5 agonist | CHRM5 PAM | CHRM4 PAM
COc1ccc(-c2nc3cnccn3c2Nc2ccc(C)cc2)cc1 | -22 | 4 | -5 | -2.8 | 4 | -1 | -4 | 0 | 4
O=C(c1ccco1)N1CCN(C(=O)c2cc(=O)[nH]c3ccccc23)CC1 | -5 | 2 | 2 | -0.6 | -2 | 0 | 0 | 3 | 6
COc1ccc(NC(=O)c2cn(-c3ccccc3)nc2-c2ccncc2)cc1 | 1 | -6 | 5 | -1.1 | 7 | 3 | -4 | -7 | 0
COc1cccc(OC)c1OCc1cc(C2C3CCCC=C3C(C#N)=C(N)C2(C#N)C#N)c(C)cc1C (stereo not given) | -1 | 18 | -2 | 0.3 | 6 | 2 | -5 | -6 | 4

Single values from the list.
CCC(C)Sc1nnc(NC(=O)C2CCN(C(=O)c3ccco3)CC2)s1 (stereo not given) @ CRFBP-R2 block = -36
CCCCn1c(N)c(N(CCOC)C(=O)c2oc3c(Cl)cccc3c2C)c(=O)[nH]c1=O @ CHRM5 agonist = 1
CN(C)C=Nc1nonc1-c1ccccc1 @ CHRM5 antagonist = 1
C/C(=N\OCC(=O)Nn1c(C)nc2ccccc2c1=O)c1cccs1 @ M4 ag = 2
OCC#Cc1cnc2ccccc2c1 @ CHRM5 PAM = 5
COCCCC1CCN(C(=O)C2CCC(=O)N(CCc3ccccc3)C2)CC1 (stereo not given) @ M4 ag = 0

Next compounds
Compound | CHRM4 antagonist | CRFBP-R2 block | CHRM5 antagonist | CRFR2-BP ag | IDE cell inh | M4 ag | CHRM5 agonist | CHRM5 PAM | CHRM4 PAM
O=C(O)CC1(CC(=O)Nc2ccc(C(F)(F)F)cc2)CCCC1 | 2 | 29 | 4 | -5.0 | 3 | 2 | -1 | 1 | 6
CCn1c(C)c(P(c2ccccc2)c2ccccc2)[n+]2ccccc12 | -5 | -3 | -1 | -0.3 | 1 | 2 | -9 | -4 | 4
O=S1(=O)CC(NCc2ccccc2)C(Nc2ccc(Cl)cc2)C1 (stereo not given) | 1 | 12 | -4 | 0.2 | 1 | 3 | 0 | -4 | 4
O=C(Nc1cccc(F)c1)N1CC=C(c2ccc(Cl)cc2)CC1 | 6 | 2 | 8 | 1.8 | 7 | 6 | -2 | -7 | -9
CCCCN(CC)C(=O)CSc1cc(=O)n(C)c2ccccc12 | 7 | -6 | -1 | 0.0 | -2 | 2 | 2 | 1 | 5
CCN1CCN(C(=O)c2cc3cc(Cl)ccc3[nH]2)CC1 | 7 | -10 | 9 | 0.9 | 3 | 2 | -3 | -1 | -9
CC1(Oc2cccc(F)c2)CCN(Cc2csc3ccccc23)C1 (stereo not given) | 7 | . | -2 | . | . | -2 | -2 | -3 | -4
CN(C)N1C(N)=C(C#N)C(c2ccsc2)C2=C1CCCC2=O (stereo not given) | 3 | -5 | 10 | -1.1 | 0 | 0 | 0 | -6 | 0
COc1cc(OC)cc(C(=O)N[C@H](C(=O)NC2=NCCS2)C(C)C)c1 | 14 | -10 | -6 | 2.1 | -1 | 0 | -1 | 3 | 1
COC1=NC2=NCCN2C(OC)=N1 | -3 | 11 | 12 | 1.4 | . | 4 | -1 | 5 | 12
O=C(N/N=C/c1ccc(OC(=O)c2ccccc2Br)cc1)c1ccccn1 | -11 | -7 | 12 | 0.4 | 2 | 8 | -1 | -5 | 4
COc1cccc(-c2cnc(C(O)c3ccc(OC)c(F)c3)[nH]2)c1 (stereo not given) | 6 | . | -10 | . | . | 5 | 2 | 1 | 11
CCOc1ccc(CCNS(=O)(=O)c2ccc3c(c2)N(C(C)=O)CCO3)cc1OCC | 2 | 3 | 5 | -1.3 | 2 | 1 | -1 | 3 | 1
CC(=O)n1cc([C@H]2C=C(C(=O)NCc3ccccc3)O[C@@H](OCCCCO)C2)c2ccccc21 | -3 | 1 | 10 | -1.5 | -1 | 3 | 3 | -2 | 2
COc1cc(C(=O)N[C@H](C(=O)NC2CCCc3ccccc32)C(C)C)cc(OC)c1OC (stereo not given in full) | 7 | -14 | 3 | 0.7 | -2 | 5 | -2 | -15 | -6
CC(C)OC(=O)c1ccc(Cn2nnc3ccccc3c2=O)cc1 | 2 | 15 | 24 | -0.6 | 2 | -1 | -2 | -6 | -8
O=C(NCC1CCCO1)c1cc(-c2ccncc2)nc2ccccc12 (stereo not given) | -9 | -6 | -2 | -0.3 | . | 5 | 2 | -2 | 0
Cc1cc(N2CCOCC2)nc(N)n1 | 8 | -61 | 12 | 164* | 6 | 19 | 2 | -18 | -20
CC(C)c1onc(C(=O)N2CCOCC2)c1[N+](=O)[O-] | 3 | 10 | 7 | -1.0 | 0 | 0 | 0 | -1 | -5
CC(C)CN(CCOc1cccc(N2C(=O)C3=C(CCCC3)C2=O)c1)CC(C)C | 5 | 0 | 2 | -2.7 | -3 | 0 | 0 | 2 | 4
Cc1onc(-c2ccccc2)c1C(=O)Nc1ccc(S(=O)(=O)N2CCCC2)cc1 | -15 | -2 | 2 | -0.8 | 2 | 4 | 0 | 10 | 7
O=S(=O)(NCCc1ccc(Cl)cc1)c1cccc2cccnc12 | 2 | 0 | 10 | -0.4 | 2 | 1 | -2 | -9 | -2
Cc1ccc(Cl)cc1NC(=O)N[C@@H](CC(C)C)C(=O)O | 1 | 9 | 5 | 0.5 | -2 | 0 | -4 | 0 | 6
Cc1cc(S(=O)(=O)N2CCCOC2CNC(=O)C(=O)NCCc2ccco2)ccc1F (stereo not given) | -4 | -1 | -7 | 0.1 | 2 | 5 | -3 | 5 | 4
O=C(CN1CCc2ccccc2C1)Nc1cc(S(=O)(=O)N2CCOCC2)ccc1N1CCCC1 | 4 | 4 | 0 | 0.4 | 11 | 1 | -5 | 0 | -11
Cn1c(=O)n(C)c2cc(NC(=O)CSc3ccccc3)ccc21 | -13 | 0 | 10 | -0.1 | 2 | 3 | -5 | -2 | 3
COc1ccc(Cl)cc1NC(=O)NCc1ccc2c(c1)OCO2 | 1 | 0 | 1 | -0.9 | 3 | 2 | -4 | 2 | -5
CC(C(=O)NC1CCCC1)N(C(=O)CS(=O)CC(=O)Nc1ccc(F)cc1)c1ccc2c(c1)OCCO2 (stereo not given) | 3 | -1 | 5 | -0.4 | -3 | 0 | 0 | 1 | 2

Shown as a hit in CRFR2-BP ag (from the list above):
Compound | CHRM4 antagonist | CRFBP-R2 block | CHRM5 antagonist | CRFR2-BP ag | IDE cell inh | M4 ag | CHRM5 agonist | CHRM5 PAM | CHRM4 PAM
Cc1cc(N2CCOCC2)nc(N)n1 | 8 | -61 | 12 | 164* | 6 | 19 | 2 | -18 | -20

Random draw from the library. About 2.9% of those tested had a hit in this group.
